Source: PubChem BioAssay (National Center for Advancing Translational Sciences (NCATS))
D1 PAM = Potentiators of Human D1 Dopamine Receptor: qHTS; HEK293 TREx D1 cells, calcium flux, dopamine EC20 potentiation; potentiation, % at 10 µM; 360,000 tested, 0.036% active; AID 504651, 2011; in the data active = potentiation above about 30%; note: 0% is about no effect
Target sequence (P21728 whole entry, looked up): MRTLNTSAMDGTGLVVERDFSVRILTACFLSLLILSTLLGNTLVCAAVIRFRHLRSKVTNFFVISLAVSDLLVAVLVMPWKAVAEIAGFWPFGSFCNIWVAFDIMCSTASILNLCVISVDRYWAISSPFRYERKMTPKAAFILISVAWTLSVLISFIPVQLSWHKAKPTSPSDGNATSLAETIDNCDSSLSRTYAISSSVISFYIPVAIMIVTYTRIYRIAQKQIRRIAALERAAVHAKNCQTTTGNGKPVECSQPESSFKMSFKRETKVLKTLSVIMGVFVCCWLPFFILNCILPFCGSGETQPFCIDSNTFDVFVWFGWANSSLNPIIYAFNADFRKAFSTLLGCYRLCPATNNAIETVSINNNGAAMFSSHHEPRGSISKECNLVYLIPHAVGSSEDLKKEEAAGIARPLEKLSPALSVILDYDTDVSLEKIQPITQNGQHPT
D1 antag = Antagonist of Human D 1 Dopamine Receptor: qHTS. activity change, negative = inhibition, % at 10 µM. D(1A) dopamine receptor (Homo sapiens), P21728. 360,000 tested, 3.2% active. AID 504652, 2011. HEK293 TREx D1 cells, calcium flux, dopamine EC80; hits give low values; in the data active = activity change below about -30%; note: % is set by controls: 0 for no effect and ±100 for the full control effect
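Tetracycline-induced HEK293 T-REx cells with force-coupled D1 receptor were loaded with a no-wash calcium dye. Compound was added after a 10 s baseline and read kinetically for 180 s; EC80 dopamine was then added and calcium flux followed another 180 s.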
TRHR enhancer = qHTS for Small Molecule Agonists and Allosteric Enhancers of Human TRH Receptor: Primary Screen for Enhancers; Thyrotropin-releasing hormone receptor (Homo sapiens), P34981; TRHR cells, fluo-8 calcium fluorescence, EC20 TRH enhancement; enhancement, % at 2 µM; 360,000 tested, 0.66% active; in the data active = enhancement above about 30%; note: 0% is about no effect
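TRHR-expressing cells loaded with fluo-8 calcium dye were read kinetically (ex 480/em 530) during compound addition, then stimulated with an EC20 of TRH (10 nM final). Enhancement of the Gq-mediated intracellular calcium response was scored.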
D2 PAM = HTS Assay for Positive Allosteric Modulators of the Human D2 Dopamine Receptor: Primary Screen for Potentiators | HEK293 T-REx D2, calcium flux, EC20 dopamine potentiation | potentiation, % at 10 µM | 340,000 tested, 0.34% active;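 active = potentiation over 3 SD above the plate norm, cut at about 30% in these data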; note: 0% is about no effect
Target sequence (P14416 whole entry, looked up): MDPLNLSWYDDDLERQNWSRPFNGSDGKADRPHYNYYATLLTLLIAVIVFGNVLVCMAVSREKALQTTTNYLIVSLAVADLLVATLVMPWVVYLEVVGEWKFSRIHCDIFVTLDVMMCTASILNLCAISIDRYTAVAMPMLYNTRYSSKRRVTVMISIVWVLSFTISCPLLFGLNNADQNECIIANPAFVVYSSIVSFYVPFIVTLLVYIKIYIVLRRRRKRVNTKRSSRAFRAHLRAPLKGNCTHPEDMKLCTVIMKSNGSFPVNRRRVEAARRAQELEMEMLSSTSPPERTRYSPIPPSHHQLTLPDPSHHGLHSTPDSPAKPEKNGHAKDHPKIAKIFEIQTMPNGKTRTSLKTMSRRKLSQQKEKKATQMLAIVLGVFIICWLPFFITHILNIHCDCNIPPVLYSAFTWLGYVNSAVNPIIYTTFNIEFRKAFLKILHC
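Primary screen. Calcium kinetics in induced HEK293 T-REx D2 cells: compound pre-addition 180 s, EC20 dopamine, 180 s more.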
RXFP1 antagonist = qHTS Assay for Antagonists of the Relaxin Receptor RXFP1. Relaxin receptor 1 (Homo sapiens), Q9HBX9. HEK293-RXFP1, relaxin-stimulated cAMP HTRF, 30 min; hits give low values. 350,000 tested, 0.59% active. activity change, negative = inhibition, % at 57.5 µM. AID 1259400, 2018;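 active = activity change of -60% or lower, but not beyond a set lower limit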; note: % is set by controls: 0 for no effect and ±100 for the full control effect
D2 antagonist = HTS Assay for Allosteric Antagonists of the Human D2 Dopamine Receptor: Primary Screen for Antagonists; D(2) dopamine receptor (Homo sapiens), P14416; HEK293 TREx D2 cells, calcium flux, dopamine EC80; inhibition, % at 10 µM; 340,000 tested, 2% active; AID 485344, 2010; in the data active = inhibition above about 30%; note: 0% is about no effect
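Read-out: kinetic calcium fluorescence (1 cycle/s) in inducible HEK293 T-REx D2 cells after an EC80 dopamine addition that followed 180 s compound preincubation. Loss of the dopamine response indicates antagonism.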
D1 ag = Allosteric Agonists of the Human D1 Dopamine Receptor: qHTS. HEK293 T-REx D1 cells, calcium flux, agonist mode. activation, % at 2 µM. 360,000 tested, 1% active; note: 0% is about no effect
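Inducible HEK293 T-REx D1 cells, force-coupled to calcium signalling, were plated at 4000 cells/well with tetracycline and held overnight at 30 C. After no-wash calcium dye loading, compound-evoked calcium rise over 180 s flagged agonists.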
TRHR agonist = qHTS for Small Molecule Agonists and Allosteric Enhancers of Human TRH Receptor: Primary Screen for Agonists; TRHR cells, calcium flux fluo-8, FDSS agonist mode; activation, % at 2 µM; 360,000 tested, 0.18% active; note: 0% is about no effect
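TRHR-expressing cells loaded with fluo-8 calcium dye; 23 nL library compound pin-transferred, kinetic FDSS fluorescence (Ex 480/Em 530) recorded about 180 s for agonist-induced calcium release, before a 10 nM TRH EC20 addition for potentiator mode.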
D2 ag = HTS Assay for Allosteric Agonists of the Human D2 Dopamine Receptor: Primary Screen for Agonists | 340,000 tested, 0.53% active | HEK293 T-REx D2 cells, calcium flux agonist mode | activation, % at 2 µM | AID 485358, 2010 | D(2) dopamine receptor (Homo sapiens), P14416;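 active = activation over 3 SD above normal in the single-dose calcium agonist read, cut at about 30% in these data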; note: 0% is about no effect
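Tetracycline-induced HEK293 Trex cells with D2 receptor force-coupled to calcium signaling, plated overnight at 30 C and loaded with no-wash calcium dye. Calcium flux read kinetically for 180 s after compound addition; responses flag agonists.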
* = called active by the depositor; . = no result given. Cut-off read from the data, not from the text of the source, unless noted: active = activation above about 30%; inactive = the rest.

SMILES	D1 PAM	D1 antag	TRHR enhancer	D2 PAM	RXFP1 antagonist	D2 antagonist	D1 ag	TRHR agonist	D2 ag
CC(C)N=C(NS(=O)(=O)c1ccc(Br)cc1)c1ccc(Cl)cc1	-2	-7	-2	-9	-1	-4	3	0.0	0.4
Nc1ccccc1C(=O)NCCN1CCNC1=O	-2	-6	2	0	-2	-3	0	0.9	1.2
Cc1[nH]c2ccccc2c1C(c1ccncc1)N1CCN(c2ccccn2)CC1 (stereo not drawn)	0	-25	-8	-21	12	15	5	3.9	35*
CC(=O)C1C(c2ccc(Cl)cc2)NC(=O)NC1(O)C(F)(F)F (stereo not drawn)	-2	36	2	-3	.	-10	-1	0.6	0.3
CCN(CC(=O)NCc1cccs1)c1nnnn1-c1ccccc1	2	7	2	8	-9	-7	3	-0.1	-0.7
CC(Sc1nc2ccccc2c(=O)n1CC1CCCO1)C(=O)N(C)c1ccccc1 (stereo not drawn)	-3	3	-5	-3	11	-10	0	-0.8	-0.8
CCOc1ccc(Nc2cc(C)c(C#N)c3nc4ccccc4n23)cc1	-3	0	4	-3	.	.	1	0.1	-1.5
O=C1C2C3C=CC(C3)C2C(=O)N1CCN1CCN(S(=O)(=O)c2ccc3ccccc3c2)CC1 (stereo not drawn)	2	7	-1	-6	-9	-1	1	0.1	0.7
O=C(COC(=O)/C=C/c1cccc(Cl)c1)Nc1ccccc1-c1ccccc1	6	4	2	1	.	-2	16	1.3	2.3
COc1ccccc1-c1cc(C(F)(F)F)nc(S(=O)(=O)CCCC(=O)N2CCCCC2C)n1 (stereo not drawn)	-9	5	1	4	6	-2	1	-1.2	-0.7
CCOC(=O)c1cc(-c2ccccc2)sc1NC(=O)C(C)Sc1nnnn1C (stereo not drawn)	-5	-1	0	-5	0	-5	3	0.6	0.4
Cc1ccc(-c2ccc(CCC(=O)O)n2-c2ccc(C)c(Cl)c2)cc1	-1	9	-4	-2	-11	.	-1	-0.6	.
Cc1cc(C(=O)N(NC(=O)C(C)C)c2ccccc2)cs1	-2	4	2	3	15	1	3	0.4	-0.6
Cc1ccc(S(=O)(=O)Oc2ccc(/C=C(/NC(=O)c3ccccc3)C(=O)NCCCC(=O)O)cc2)cc1	-1	2	1	-1	-7	9	3	0.1	0.7
O=c1[nH]c(Nc2ccccc2)cc2ccccc12	-1	34	-10	2	2	7	38*	0.1	0.4

The closing four records of the section before come first, to join the parts:
SMILES	D1 PAM	D1 antag	TRHR enhancer	D2 PAM	RXFP1 antagonist	D2 antagonist	D1 ag	TRHR agonist	D2 ag
Cc1ccc(-c2ccc(CCC(=O)O)n2-c2ccc(C)c(Cl)c2)cc1	-1	9	-4	-2	-11	.	-1	-0.6	.
Cc1cc(C(=O)N(NC(=O)C(C)C)c2ccccc2)cs1	-2	4	2	3	15	1	3	0.4	-0.6
Cc1ccc(S(=O)(=O)Oc2ccc(/C=C(/NC(=O)c3ccccc3)C(=O)NCCCC(=O)O)cc2)cc1	-1	2	1	-1	-7	9	3	0.1	0.7
O=c1[nH]c(Nc2ccccc2)cc2ccccc12	-1	34	-10	2	2	7	38*	0.1	0.4
CS(=O)(=O)N(CC(=O)NCCSCc1c(F)cccc1Cl)c1cccc([N+](=O)[O-])c1	-4	-7	-5	-5	4	-8	6	-1.8	-1.4
CCOC(=O)c1[nH]ncc1CN1CCCC(C(=O)c2ccc(C(C)(C)C)cc2)C1 (stereo not drawn)	3	11	1	-3	1	-1	0	0.1	-0.2
COc1ccc(Cl)cc1NC(=O)CSC1=NN2CCCC(=O)N=C2S1	.	-18	-7	1	-5	4	16	0.0	-1.8
O=C(O)c1oc2ccccc2c1-n1cccc1	2	5	8	0	-5	-15	1	-0.5	0.6
Cc1nn(S(=O)(=O)c2ccc(F)cc2)c(C)c1S(=O)(=O)N1CCOCC1	-2	-24	-2	8	9	16	4	-0.8	-2.5
CN(Cc1ccccc1)C(=O)C1CCCN1S(=O)(=O)c1ccc(Cl)cc1 (stereo not drawn)	.	6	3	8	-3	-7	6	-0.3	0.2
CCc1cccc(C)c1NC(=O)c1cc(-c2ccncc2)nc2ccccc12	-3	-13	6	5	-1	-6	2	0.0	0.7
Cc1ccc(C)c(N2CCN(c3nc4ccccc4c(=O)n3-c3ccccc3)CC2)c1	3	-22	1	15	6	.	2	0.1	1.5
COc1cc(C(Nc2ccccn2)c2c(NC(=O)c3ccco3)sc(C)c2C)cc(OC)c1OC (stereo not drawn)	-1	-1	-5	19	15	5	1	5.2	-1.0
COc1cc(/C=N/NC(=O)CCC(=O)Nc2ccc(F)cc2)ccc1O	-2	-2	3	1	1	-13	2	0.4	-1.1
CCCCn1c(N)c(N(CC(C)C)C(=O)CSC(C)C(=O)Nc2cc(C)on2)c(=O)[nH]c1=O (stereo not drawn)	-5	6	4	1	-6	-6	2	-0.2	-0.1
CCOC(=O)CN1CC23C=CC(O2)C(C(=O)Nc2ccc(F)cc2)C3C1=O (stereo not drawn)	-1	-16	-6	-4	-4	-4	0	-0.1	0.9
CCCCC(C)n1[nH]c(=O)c2c(C)cc(C)nc21 (stereo not drawn)	8	-1	-8	4	-6	-13	0	-0.6	-0.6
C=Cc1cc2c(s1)c1cnn(Cc3ccccc3F)c(=O)c1n2C	5	13	-2	.	.	.	2	-1.2	.
Cc1ccn2c(/C=N/OCc3ccc(F)cc3)c(-c3ccc(Cl)cc3)nc2c1	-4	-3	-5	0	-2	12	2	0.8	0.4

3 successive entries out of the list so far:
SMILES	D1 PAM	D1 antag	TRHR enhancer	D2 PAM	RXFP1 antagonist	D2 antagonist	D1 ag	TRHR agonist	D2 ag
COc1ccc(Cl)cc1NC(=O)CSC1=NN2CCCC(=O)N=C2S1	.	-18	-7	1	-5	4	16	0.0	-1.8
O=C(O)c1oc2ccccc2c1-n1cccc1	2	5	8	0	-5	-15	1	-0.5	0.6
Cc1nn(S(=O)(=O)c2ccc(F)cc2)c(C)c1S(=O)(=O)N1CCOCC1	-2	-24	-2	8	9	16	4	-0.8	-2.5

Additional structures follow:
SMILES	D1 PAM	D1 antag	TRHR enhancer	D2 PAM	RXFP1 antagonist	D2 antagonist	D1 ag	TRHR agonist	D2 ag
CCOc1cc(C)c(Cl)cc1S(=O)(=O)NCC1CCCO1 (stereo not drawn)	2	-4	2	4	-1	8	0	-0.3	0.5
Cc1occc1C(=O)NNC(=O)c1ccccc1F	1	-25	-1	8	0	-4	6	0.7	0.1
O=C(NCC1CCN(Cc2cccc(Cl)c2)CC1)Nc1ccccc1Cl	-2	8	1	.	-11	.	8	2.5	.
CC(C)(C)c1nc2c(Br)cc(Br)cc2c(=O)o1	5	-5	9	6	4	2	0	0.0	2.0
Cc1cc(C)c(OCC(=O)Nc2ccc(S(=O)(=O)N3CCOCC3)cc2)c(C)c1	-2	-2	41*	.	-1	.	28	1.0	.
O=C(c1cccc(F)c1)N1CCCC(C(=O)N2CCN(c3ccccc3)CC2)C1 (stereo not drawn)	-2	1	-2	-2	-9	8	-1	0.0	-0.6
CCC(c1nnc(SCC(=O)Nc2ccc(C(=O)Nc3ccccc3OC)cc2)o1)N(C)C (stereo not drawn)	-3	6	-1	1	-1	0	1	0.1	0.8
O=C(NCc1cccc(Cl)c1)c1ccc(CS(=O)Cc2ccc(Cl)cc2)o1 (stereo not drawn)	-11	-15	-6	-2	-4	6	6	0.0	-0.5
CCOc1ccc(N2C(=O)CS/C2=C(\C(Cl)=C(Cl)Cl)[N+](=O)[O-])cc1	-2	15	-3	-1	-9	12	1	0.8	1.0
CCOC(=O)C1CCN(c2ccc(C(=O)O)cc2[N+](=O)[O-])CC1	9	13	1	-3	13	-9	3	0.6	0.7
Cc1nnc(CN(C)Cc2cn[nH]c2-c2ccc(-c3ccccc3)cc2)o1	6	-6	5	1	-6	-17	2	-0.1	-1.2
CCOc1ccc(NC(=O)CN2CCN(c3ccc(F)cc3)CC2)cc1	-10	-5	7	-4	-4	2	0	0.0	2.6
Cc1cc(C)c(S(=O)(=O)c2ccccc2C)c(OCC(C)(C)C)n1	4	9	-6	-1	2	22	4	0.2	0.5
COc1ccc(NC(=S)N(Cc2ccc(C)cc2)Cc2ccccn2)cc1	-3	-31*	3	.	4	9	1	-0.5	0.1
Clc1ccc(-c2cc(COc3ccccc3)no2)cc1Cl	-3	2	1	-3	.	.	13	1.7	.
CC(=O)c1c(C)nc(-c2ccc3c(c2)OCO3)n1O	2	-22	-2	-6	-14	-2	0	-0.2	0.5
CCOC(=O)c1cc(OC(=O)c2ccccc2Cl)n(-c2ccccc2)n1	6	-25	-9	-10	1	.	-1	-0.8	-0.3
O=C(NCc1ccc(Cl)cc1)c1ccc(Cl)cc1[N+](=O)[O-]	-4	-19	-1	-10	4	4	3	0.6	1.0
O=Cc1cn(-c2ccccc2)nc1-c1ccncc1	1	-1	7	3	.	-18	2	0.1	-1.0
CCOc1ccc(C(=O)Nc2ccc(S(=O)(=O)N3CCN(C)CC3)cc2)cc1	-18	0	5	5	-5	-2	9	-0.5	-0.4
Cc1c(Br)c([N+](=O)[O-])nn1C(C)C(=O)NCC1CCCO1 (stereo not drawn)	-4	-18	-2	-2	-2	12	2	0.5	-0.3
